Rac1 GTP hydrolysis: MgcRacGAP GTPase-activating activity inhibitors, confirmation, biochemical, ADP Hunter fluorescence. Rac GTPase-activating protein 1 (Homo sapiens). MgcRacGAP-stimulated Rac1 GTP hydrolysis, ADP Hunter fluorescence; higher % means a stronger effect; GST-tagged Rac1 F28L mutant substrate. inhibition, % at 30 µM, or IC50 in µM where a hit was titrated. hit rate 0.6% among 340,000;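 active = first-screen hits whose inhibition reached a set limit at any dose in the follow-up dose series; inconclusive = inhibition above the set first-screen limit but never retested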;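 note: fluorescence reports GDP produced by GAP-driven GTP hydrolysis; strong numbers were not always called active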
LYP phosphatase: inhibitors of LYP phosphatase, biochemical, fluorescence intensity, uHTS (AID 1779) | Tyrosine-protein phosphatase non-receptor type 22 (Homo sapiens) | recombinant LYP phosphatase, fluorescence intensity; higher % means a stronger effect | hit rate 0.054% among 290,000 | one-dose inhibition, % at 11.5 µM; IC50 in µM for titrated hits; in the data active = inhibition above about 50%;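 note: plate controls were vehicle with enzyme for no effect and no enzyme for full effect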
Dengue-2 NS5 capping: Dengue-2 NS5 methyltransferase inhibitors, primary screen, biochemical, confirmation dose response (AID 588689); Genome polyprotein (Dengue virus type 2 (strain 16681-PDK53)); Dengue-2 NS5 methyltransferase capping enzyme assay, biochemical; higher % means a stronger effect; inhibition, % at 25 µM; hits with a dose series show IC50 in µM; hit rate 0.3% among 340,000; in the data active = a potency from the dose series; inconclusive = inhibition above about 29% without an active follow-up result
West Nile antiviral: West Nile virus antiviral activity, cell-based, CPE readout (AID 1621). West Nile virus-infected cells, CPE inhibition; higher % means a stronger effect. hit rate 0.02% among 290,000. CPE inhibition, % at 10 µM, or IC50 in µM where a hit was titrated; in the data active = a potency from the dose series; inconclusive = CPE inhibition mostly from about 3.7% at the one dose, without a potency; inactive = the rest, 99 in 100 with CPE inhibition below about 2.2%; note: strong numbers were not always called active
GPR35 antagonists: GPR35 antagonists blocking zaprinast-driven arrestin recruitment, primary screen, imaging, U2OS, beta-arrestin-GFP, zaprinast agonist (AID 2058); G-protein coupled receptor 35 (Homo sapiens); U2OS GPR35 beta-arrestin-GFP translocation imaging, zaprinast antagonism; higher % means a stronger effect; inhibition, % at 10 µM; hits with a dose series show IC50 in µM; hit rate 0.052% among 290,000;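 active = inhibition of at least 50% with at least 30 cells and total cytoplasm GFP at most 10,000,000; inconclusive = under 30 cells or total GFP of 10,000,000 plus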
RSV CPE inhibition: RSV antiviral activity via CPE protection, HEp-2 cells, primary 10 µM value included (AID 2391) | HEp-2 cells, RSV-induced CPE inhibition; higher % means a stronger effect | one-dose CPE inhibition, % at 10 µM; IC50 in µM for titrated hits | hit rate 0.13% among 310,000; in the data active = a potency from the dose series; inconclusive = CPE inhibition mostly from about 23% at the one dose, without a potency; inactive = the rest, 99 in 100 with CPE inhibition below about 21%; note: strong numbers were not always called active
Salmonella PhoP GFP: inhibitors of PhoP regulon expression, primary screen, Salmonella Typhimurium, GFP reporter (AID 1863). S. Typhimurium PhoP-regulated promoter GFP reporter, 4 h; higher % means a stronger effect. hit rate 0.16% among 300,000. one-dose inhibition, % at 50 µM; IC50 in µM for titrated hits;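 active = inhibition over 29.93%, a cutoff 3 SD above the screen mean, later confirmed by dose response; inconclusive = inhibition over 29.93% but no dose response follow-up; inactive = inhibition at most 29.93% or unconfirmed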;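 note: 0% = low Mg2+ inducing control and 100% = high Mg2+ repressing control; strong numbers were not always called active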
Large T inhibition: SV40 large T antigen inhibitors, biochemical (AID 1903); SV40 large T antigen ATPase/helicase inhibition assay; higher % means a stronger effect; inhibition, % at 20 µM; hits with a dose series show IC50 in µM; hit rate 0.39% among 310,000; in the data active = a potency from the dose series; inconclusive = inhibition mostly from about 32% at the one dose, without a potency; inactive = the rest, 99 in 100 with inhibition below about 32%; note: strong numbers were not always called active
ER stress rescue: rescue of cells from ER stress-induced death, primary screen, 384-well, CSM14.1, thapsigargin, ATP luminescence (AID 1222) | CSM14.1 thapsigargin-induced death rescue, ATP luminescence; higher % means a stronger effect | one-dose cellular ATP content (survival), % at 20 µM; EC50 in µM for titrated hits | 190,000 tested, under 10 active;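 active = EC50 below 50 µM in the dose-response confirmation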;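 note: death triggered by thapsigargin at about 15 µM added after 2 h compound pretreatment; cell ATP read after overnight thapsigargin exposure of roughly 18 to 22 hours; normalized against plate controls of thapsigargin alone and 5% DMSO vehicle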
Dengue-2 NS5 capping pilot replicate: recorded beside Dengue-2 NS5 capping, whose call it bears; inhibition, %; measured here: pilot screen replicate inhibition
The depositor's hits bear a star; ? = inconclusive; · = not tested or not shown; & = joins results of further samples.

SMILES	Rac1 GTP hydrolysis	LYP phosphatase	Dengue-2 NS5 capping	West Nile antiviral	GPR35 antagonists	RSV CPE inhibition	Salmonella PhoP GFP	Large T inhibition	ER stress rescue	others
Cc1ccc(NC(=O)/C(=C/c2ccco2)c2ccccc2)c(C)c1	11%	-7%	-7%	0.2%	-3%	2.6%	7%	-4%	0.4%
Cc1nnc(SCCn2c(N3CCCC(C)C3)nc3c2c(=O)n(C)c(=O)n3C)s1 (centres undefined)	5%	-2%	-4%	0.4%	-8%	0.8%	8%	9%	0.0%
Cn1cnnc1SCC(=O)Nc1sc2c(c1C(N)=O)CCC2	23%	0%	14%	-0.4%	3%	0.2%	-1%	37%	3.3%
CCn1c(=O)[nH]c(=O)c2c(N)c(C(=O)c3cc(F)ccc3F)sc21	5%	-1%	-1%	1.6%	-10%	-1.6%	-8%	28%	·
Cc1cc(C)c(S(C)(=O)=O)c(NN)n1	-15%	-5%	6%	0.4%	2%	0.7%	2%	8%	-0.3%
CC(C)c1ccc(C(=O)N2CCCN(C(=O)c3ccc(C(C)C)cc3)CC2)cc1	0%	-4%	-12%	-0.9%	-10%	21%	12%	12%	3.9%
CC(NC(=O)c1ccccc1F)c1nnc(SCC(=O)Nc2nccs2)n1C (centres undefined)	3%	-4%	-9%	0.2%	0%	1.0%	-3%	27%	·
CC(O)CSc1nc2c(c(=O)[nH]c(=O)n2C)n1CC(O)COc1ccccc1 (centres undefined)	8%	-7%	-4%	0.3%	4%	-0.6%	-2%	10%	·
O=C(O)c1cccc(N2C(=O)c3cc([N+](=O)[O-])cc4cc([N+](=O)[O-])cc(c34)C2=O)c1	22%	-3%	27µM*	-1.0%	-15%	-0.4%	-6%	31%	·	Dengue-2 NS5 capping pilot replicate=19*
N#Cc1c(SCC(=O)N2CCCCC2)nsc1SCC(=O)N1CCCCC1	2%	-7%	-1%	-1.7%	-5%	8.2%	1%	-4%	-2.2%
N#Cc1c(N)sc(=S)c2c1CCCC2	20%	-1%	91µM*	0.2%	2%	3.1%	-2%	29%	-1.1%
Cc1cccc(N2CCN(C(=O)c3ccnn3C)CC2)c1C	2%	-8%	1%	-0.1%	-4%	0.6%	1%	8%	·
CCC(CC)C(=O)N1CC(=O)Nc2ccc(F)cc2C1c1ccc(F)cc1 (centres undefined)	2%	-4%	-1%	-1.0%	-7%	1.4%	·	·	·
COc1ccc(NC(=O)[C@H](Cc2c[nH]c3ccccc23)NC(=O)[C@@H]2Cc3ccccc3CN2)cc1	5%	-5%	-7%	-0.8%	14%	1.4%	5%	4%	·
O=C(Nc1ccc(F)c(Cl)c1)Nc1cnccn1	3%	-7%	·	-0.3%	5%	0.3%	2%	1%	-0.8%
O=C(Nc1nc(-c2ccccc2)cs1)c1ccco1	11%	1%	-2%	-0.3%	10%	·	-2%	3%	·
CCCn1c(-c2nonc2N)nc2ccccc21	6%	2%	-3%	0.5%	10%	6.4%	6%	8%	-1.5%
CCOC(=O)C1=C(C)N=c2s/c(=C\c3ccncc3)c(=O)n2C1c1ccc2c(c1)OCO2 (centres undefined)	1%	2%	-20%	0.2%	-12%	15%	31%	12%	-0.6%
CCOC(=O)c1c(NC(=O)c2cc3n(n2)C(C(F)(F)F)CC(c2cccs2)N3)sc(C)c1C (centres undefined)	3%	0%	-2%	-0.4%	6%	2.1%	-7%	4%	0.9%
O=C(Nc1ccc2oc(-c3cccnc3)nc2c1)c1ccco1	12%	-4%	1%	0.1%	-4%	4.3%	-3%	10%	-0.8%
S=c1[nH]nc(COc2ccccc2)n1Cc1ccccc1	8%	-6%	-4%	-0.3%	-16%	2.5%	4%	2%	-3.7%
COc1cc(NC(=O)c2ccccc2NS(=O)(=O)c2ccc(Cl)s2)cc(OC)c1	-4%	5%	-3%	-1.8%	-10%	17%	3%	20%	0.4%
C/C(=N\Nc1cc(C)nc(NCc2ccccc2)n1)c1ccc([N+](=O)[O-])cc1	7%	0%	-2%	-0.5%	-1%	2.5%	-8%	8%	·
O=C(CSc1nc(-c2ccccc2)ns1)N1CCOCC1	3%	-9%	1%	-0.5%	-3%	-0.2%	-5%	6%	-0.7%
CCOC(=O)c1c(C)c(C(=O)NCc2ccccn2)c(C)n1CC	5%	-4%	-5%	-0.3%	-19%	-0.1%	-5%	-4%	-2.1%
COc1ccc(CC(=O)N/N=C/c2cccnc2)cc1OC	0%	-11%	-9%	-0.5%	-11%	1.9%	0%	9%	·
Cc1cc(C(=O)NC2CCCCC2)c2cc(F)ccc2n1	3%	3%	3%	-0.3%	7%	-0.7%	2%	6%	-0.1%
CCS(=O)(=O)N1CCC(C(=O)NCc2ccccn2)CC1	2%	-2%	-1%	0.5%	-16%	-1.5%	-9%	9%	·
Cc1ccccc1NC(=O)C1CCN(S(=O)(=O)c2ccc3c(c2)NC(=O)C(C)S3)CC1 (centres undefined)	6%	-10%	-13%	0.2%	-12%	5.6%	1%	1%	·
O=C(CN1CCCCCC1)Nc1ccc(S(=O)(=O)N2CCOCC2)cc1	-1%	-6%	-1%	-0.2%	-7%	-0.7%	-8%	22%	-0.8%
CCOC(=O)/C=C1\NC2(CCCCC2)Cc2cc(OC)c(OC)cc21	2%	·	-3%	-0.8%	·	-0.3%	·	·	·
C=CCn1c(O)c(N=NC(=S)Nc2cccc(OC)c2)c2ccccc21	3%	6%	2%	-1.8%	-8%	3.4%	0%	9%	2.9%
CCCn1c(SCC(=O)Nc2nnc(-c3ccccc3)s2)nnc1-c1ccccn1	1%	2%	2%	0.5%	8%	2.7%	15%	12%	·
O=C(NC1CCN(C(=O)N2c3ccccc3Sc3ccccc32)CC1)c1ccccc1F	115µM*	-6%	-1%	-0.7%	23%	-3.0%	-6%	10%	5.8%
Cn1nc(C(=O)Nc2sccc2C(N)=O)ccc1=O	0%	0%	2%	0.0%	3%	6.1%	11%	6%	-0.3%
CC(=O)N1CCN(C(=O)C2(NC(=O)Nc3ccccc3Cl)CCCCC2)CC1	2%	-8%	-5%	-0.5%	1%	0.3%	0%	8%	·
Cc1ccc(Cn2ncc3c(NCCCN(C)C)ncnc32)cc1	7%	-6%	-1%	-0.9%	10%	-0.2%	3%	15%	·
O=C(O)c1sc2cccc(Cl)c2c1Cl	10%	2%	-5%	-0.3%	1%	2.6%	0%	10%	-2.4%
Cc1c(Nc2nc3ccccc3nc2N2CCN(c3ccccc3)CC2)c(=O)n(-c2ccccc2)n1C	8%	-4%	3%	0.8%	9%	0.0%	-18%	7%	-0.1%
COc1cccc(NC(=O)N2CCCC2C(=O)Nc2cc(C)ccc2OC)c1 (centres undefined)	5%	-11%	-8%	-0.6%	6%	2.3%	-3%	9%	·
CCN(CC(=O)Nc1ccc2c(c1)OCCO2)C(=O)c1cccc(OCC(C)C)c1	9%	-8%	-1%	0.0%	1%	-0.3%	3%	10%	·
CCCOc1ccc(C(=O)Nc2ccc3c(c2)OCCO3)cc1	9%	-10%	·	0.1%	-3%	8.5%	8%	12%	·
Cc1cc(N)ccc1-n1nc2ccccc2n1	-2%	·	5%	·	·	1.8%	·	7%	·
OCCNCCSc1ccc(Cl)cc1	17%	-8%	-2%	-0.4%	22%	-0.2%	2%	15%	-1.0%
CCn1cc(/C=N\NC(=O)COc2cccc(C)c2C)c(C)n1	14%	-9%	-2%	0.1%	-4%	1.6%	5%	17%	0.7%
COc1ccccc1-c1cc(C(=O)N2CCOCC2)no1	8%	-10%	-4%	-0.4%	14%	1.9%	0%	16%	·
CC(C)CN1C2CCCC1CC(NC(=O)c1ccc([N+](=O)[O-])cc1)C2 (centres undefined)	-7%	-9%	-5%	-0.3%	-4%	-2.3%	0%	9%	·
NC(=O)N/N=C/c1cn(CC(=O)Nc2ccc(F)cc2)c2ccccc12	·	1%	·	0.4%	7%	8.3%	-4%	13%	·
O=C(Nn1cnc2ccccc2c1=O)c1cccc(Cl)c1	4%	3%	-1%	-0.1%	7%	3.7%	-8%	10%	-1.0%
COc1cc(NC(=S)N2CCc3ccccc3C2)cc(OC)c1	11%	-3%	-4%	-0.3%	-10%	1.7%	-6%	8%	-0.1%
O=C(N/N=C/c1cccnc1)C(=O)N1CCCCCC1	-12%	-8%	-6%	0.2%	-5%	-0.2%	-6%	3%	·
COc1ccc(C)cc1NC(=O)CSc1nnc2ccc(-c3ccccn3)nn12	8%	·	1%	·	·	-0.9%	2%	22%	·
Cc1ccc2oc(=O)c3cc(C(=O)NCCN4CCN(C)CC4)sc3c2c1	6%	4%	-9%	-0.1%	-19%	-1.9%	6%	1%	·
COc1ccc(NC(=S)Nc2ncccc2C)c(OC)c1	8%	-4%	-4%	?	19%	0.4%	5%	1%	-2.0%
COc1ccc(NC(=O)C(=O)NCC(c2ccco2)N2CCc3ccccc32)cc1 (centres undefined)	4%	·	4%	·	·	1.1%	-2%	3%	·
Cc1ccccc1-n1c(CSC(=N)N)nc2ccccc2c1=O	7%	2%	-28%	-0.7%	-18%	3.1%	3%	11%	-2.8%
CN(C)/C=N/NC(=O)c1ccccc1Cl	16%	-3%	16%	-0.1%	-1%	0.9%	-6%	3%	·
NC(=O)c1sc2nc3c(c(-c4ccco4)c2c1N)CCC3	8%	-4%	5%	0.0%	-9%	17%	0%	21%	·
CCOc1ccc(NC(=O)c2ccc3nccnc3c2)cc1	3%	-3%	-3%	·	9%	3.6%	-10%	7%	-4.2%
CC(=O)NC1=NN(C(C)=O)C(c2ccco2)S1 (centres undefined)	-8%	-7%	-2%	0.6%	18%	-1.2%	4%	15%	·

More compounds.
SMILES	Rac1 GTP hydrolysis	LYP phosphatase	Dengue-2 NS5 capping	West Nile antiviral	GPR35 antagonists	RSV CPE inhibition	Salmonella PhoP GFP	Large T inhibition	ER stress rescue	others
COC(=O)c1sccc1NC(=O)Cn1nnc(-c2ccccc2C)n1	1%	-1%	-5%	·	-2%	4.8%	-3%	15%	-1.0%
CC(C)[C@H](Nc1ncnc2c1oc1ccccc12)C(=O)O	8%	-3%	-3%	0.1%	10%	3.3%	-11%	11%	·
CCOC(=O)c1c(N)ssc1=S	9%	0%&-7%	5%	0.3%	7%&-5%	-0.3%	29%&2%	96µM*	-1.0%
COc1ccc(C(=O)Nc2cccc(C(=O)N3CCCC3)c2)cc1	4%	-7%	-2%	-0.3%	-8%	0.7%	8%	5%	1.2%
CCN1C(=O)NC(c2ccccc2)C1=O (centres undefined)	-5%	·	0%	·	·	0.7%	-3%	22%	·
